miR122 inh – miR-122 inhibition in Huh7 cells; AID 602342; Huh7 miR-122 Renilla luciferase sensor, 48 h; neutral wells = 0, positive control = 100; 340,000 compounds, 0.3% hits; activation (reporter increase), % at 12.5 µM;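 active = mean replicate activation score at least 90 and every replicate individually at or above 90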;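 note: higher luciferase means less miR-122 activity so hits act as miR-122 inhibitors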
PGC1a acetyl inh – lowers PGC1a acetylation signal in U2OS cells; AlphaScreen anti-acetyl-lysine; with virally co-expressed GCN5 acetyltransferase; 350,000 compounds, 0.17% hits; inhibition, % at 15.6 µM;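 active = every replicate shows inhibition of at least 40%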;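 note: 0% = neutral control wells and 100% = positive control wells; some results beyond the cut were filed as inactive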
Cneo AK release – causes C. neoformans cell lysis; 360,000 compounds, 0.2% hits; lysis activity, % at 15 µM; adenylate kinase release luminescence, 4 h; normalised: neutral wells 0, clomiphene wells 100;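 active = mean lysis activity across replicates of at least 80%, whatever share of replicates individually reach that level; inactive = mean lysis activity below 80%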
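read-out = cell lysis signal | test system = log-phase Cryptococcus neoformans yeast cells | input = cells at 5 × 10^6 per mL | medium = fresh YPD growth medium | signal = luminescent adenylate kinase detection reagent | timing = 4 h at 37 °C static, read 1 h later | dosing = single dose | controls = Clomiphene as positive lysis control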
FN deposit inh – fibronectin deposition inhibition; 350,000 compounds, 0.086% hits; inhibition, % at 12.6 µM; AH1F fibroblasts, Alexa488-fibronectin deposition fluorescence, overnight;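 active = mean inhibition across replicates of 30% or more, regardless of how many single replicates reach that level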;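 note: positive control wells lacked labelled fibronectin entirely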
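Measured by – fluorescence 485/525 nm · System – AH1F fibroblast monolayer, labelled fibronectin deposition · Amount – 10000 cells per well · Buffer or medium – serum-reduced DMEM (2% serum) · Doses – single dose, pinned · Also added – fluorescent fibronectin at 24 nM final · Schedule – 1 h cell attachment, overnight exposure to compound and label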
EWS-Fli block – inhibitors of EWS/Fli oncoprotein transcriptional activity; A673 NR0B1-luciferase reporter, viability-normalised; inhibition, % at 12.6 µM; 350,000 compounds, 0.67% hits; AID 651661;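 active = mean inhibition of at least 50% after viability correction, with every replicate also passing that limit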;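 note: firefly luciferase signal divided by Alamar Blue viability fluorescence both relative to DMSO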
LGR2 inh – inhibitors of bursicon-induced Drosophila LGR2 receptor cAMP signaling. HEK293 LGR2, CRE-luciferase, bursicon-stimulated, 4 h. inhibition, % at 9.99 µM. 380,000 compounds, 0.35% hits. AID 720647;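 active = drop in luminescence signal, shown as inhibition above about 50% in the replicate tests, limit read from the data, passing the limit was not always enough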;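 note: agonist challenge used bursicon conditioned medium at about half maximal strength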
Casp6 inh – inhibitors of human caspase-6; P55212; purified caspase-6, Z-VEID-R110 cleavage fluorescence; inhibition, % at 12.5 µM; 350,000 compounds, 0.53% hits; AID 686996;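 active = mean inhibition across replicates at least about 35%, with every replicate also reaching that limit, limit read from the data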;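 note: 0% = median of neutral control wells and 100% = no fluorescence left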
Target sequence (P55212 24-179 limits assumed): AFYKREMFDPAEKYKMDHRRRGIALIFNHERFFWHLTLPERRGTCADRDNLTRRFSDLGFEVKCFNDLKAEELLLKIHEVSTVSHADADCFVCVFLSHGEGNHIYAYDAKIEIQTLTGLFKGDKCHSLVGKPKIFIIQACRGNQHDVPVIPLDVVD
Target sequence (P55212 194-293 limits assumed): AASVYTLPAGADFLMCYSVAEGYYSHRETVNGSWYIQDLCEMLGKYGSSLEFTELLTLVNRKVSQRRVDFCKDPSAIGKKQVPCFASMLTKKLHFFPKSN
PAX8 reporter – lowers PAX8-driven luciferase in RMG-I cells; RMG-I TPO-luciferase reporter, SteadyGlo, 24 h; 360,000 compounds, 1.2% hits; inhibition, % at 12.6 µM;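 active = mean replicate inhibition at least 60% with every replicate also reaching 60%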;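 note: luciferase light reporting Pax8 driven TPO promoter activity; plate controls were median of neutral control wells for no effect and mitoxantrone controls for full effect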
Starred values were filed as active, the others as inactive; [ ] = dose if it differs, or a comment. Compounds as they come; 2.5% or so of the library scored in one or more.

For CCN(CC)CCNC(=O)c1ccc(NC(=O)c2ccc(F)cc2F)cc1 the results were FN deposit inh -10, EWS-Fli block 3, LGR2 inh -11, Casp6 inh -3 and PAX8 reporter 7.
`CN(Cc1ccccc1)C(=O)COC(=O)CCNC(=O)c1ccccc1Cl` gave miR122 inh -6, PGC1a acetyl inh -5, Cneo AK release 1, FN deposit inh -6, EWS-Fli block 2, LGR2 inh -1, Casp6 inh 4 and PAX8 reporter -10.
For NCCCCCc1nnc(SCc2ccc(Cl)c(Cl)c2)o1 the results were miR122 inh 8, PGC1a acetyl inh 4, Cneo AK release 0, FN deposit inh -6 and PAX8 reporter -10.
`CC1Sc2ccc(S(=O)(=O)N3CCC(C(=O)N(C)Cc4ccccc4)CC3)cc2NC1=O` (stereo unspecified) gave miR122 inh -4, PGC1a acetyl inh 3, Cneo AK release 3, FN deposit inh -12, EWS-Fli block 23, LGR2 inh 20, Casp6 inh 4 and PAX8 reporter 30.
`O=C(NC(=S)NNS(=O)(=O)c1ccccc1)c1cccnc1` gave miR122 inh 1, PGC1a acetyl inh 14, FN deposit inh -3, EWS-Fli block -6, LGR2 inh -5, Casp6 inh 0 and PAX8 reporter -4.
`CN(C)C(=O)c1ccc(-c2ccc3c(c2)[C@@H]2[C@@H](CCN2C(=O)c2ccccn2)[C@H](CO)N3)cc1` gave miR122 inh 0[16.7 µM], PGC1a acetyl inh 8, Cneo AK release 10, FN deposit inh 1, EWS-Fli block -3, LGR2 inh 2 and PAX8 reporter 12.
`CCOC(=O)C1CCCN(C(=O)c2cccc(OC(F)(F)F)c2)CC1` (stereo unspecified) gave miR122 inh -1, Cneo AK release 0, FN deposit inh 14, EWS-Fli block -3, LGR2 inh 0, Casp6 inh 0 and PAX8 reporter 9.
`Cc1noc(C)c1NC(=O)Nc1ccc2c(c1)C(=O)N([C@@H](C)CO)C[C@@H](C)[C@@H](CN(C)Cc1ccc(Oc3ccccc3)cc1)O2` gave miR122 inh 32[16.7 µM], PGC1a acetyl inh 16, Cneo AK release 1, EWS-Fli block 17, LGR2 inh -9 and Casp6 inh 1.
Screening COc1ccc(N2CCN(c3cc(C)c4ccccc4n3)CC2)cc1 returned miR122 inh -2, PGC1a acetyl inh -7, Cneo AK release -3, EWS-Fli block -9, LGR2 inh -12 and PAX8 reporter 9.
Screening Cc1ccc(NC(=O)c2ccc3c(c2)nnn3C)cc1 returned FN deposit inh -6, EWS-Fli block -59, LGR2 inh -36, Casp6 inh -1 and PAX8 reporter -91.
`COC(=O)c1ccc(OC(=O)c2ccccc2F)cc1` gave FN deposit inh 2, EWS-Fli block -3, LGR2 inh 16, Casp6 inh -18 and PAX8 reporter -9.
`Cc1c(NC(=O)C(=O)N/N=C/c2cccs2)c(=O)n(-c2ccccc2)n1C` gave PGC1a acetyl inh -2, FN deposit inh 5, EWS-Fli block -6, LGR2 inh -11, Casp6 inh 5 and PAX8 reporter 11.
For CCOC(=O)C1=CN(CC)S(=O)(=O)NC1c1ccccc1 (stereo unspecified) the results were miR122 inh -6, PGC1a acetyl inh -13, Cneo AK release 1, EWS-Fli block -1, LGR2 inh 4, Casp6 inh 0 and PAX8 reporter 1.
O=C(COC(=O)c1ccc(O)cc1O)c1ccc2c(c1)OCCO2 was read as miR122 inh 0, PGC1a acetyl inh 1, Cneo AK release -3, FN deposit inh 3, EWS-Fli block -7, LGR2 inh -19, Casp6 inh 9 and PAX8 reporter -33.
CCCNC(=O)C[C@H]1CC[C@@H]2[C@H](COC[C@@H](O)CN2C(=O)CC)O1 was read as miR122 inh -6[16.7 µM], PGC1a acetyl inh 0, Cneo AK release 0, FN deposit inh -3, LGR2 inh 15 and Casp6 inh -3.
`COc1ccccc1CNC(=O)C[C@H]1C[C@H]2c3cc(NC(=O)C4CCOCC4)ccc3O[C@H]2[C@@H](CO)O1` gave miR122 inh 1[16.7 µM], Cneo AK release -8, FN deposit inh -5, EWS-Fli block 2, LGR2 inh 15, Casp6 inh -3 and PAX8 reporter -14.
COc1ccc2c3c(n(C)c2c1)[C@H](CO)N(Cc1ccccc1F)CC31CN(C(=O)C2CCCC2)C1 was read as EWS-Fli block 10, LGR2 inh -13, Casp6 inh -1 and PAX8 reporter -29.
CCS(=O)(=O)N1CCN(S(=O)(=O)c2ccccc2)CC1 was read as miR122 inh -4, Cneo AK release 0, FN deposit inh 0 and PAX8 reporter -5.
CCOc1cccc(C(=O)Nc2ccccc2C(=O)N2CCN(C)CC2)c1 was read as miR122 inh 11, PGC1a acetyl inh -9, Cneo AK release 1, EWS-Fli block 8, LGR2 inh 31, Casp6 inh 0 and PAX8 reporter 9.
COc1cc(S(=O)(=O)NCCCN2CCOCC2)ccc1-n1cnnn1 was read as PGC1a acetyl inh 5, FN deposit inh 0, EWS-Fli block 8, LGR2 inh 6, Casp6 inh 1 and PAX8 reporter 1.
`Cc1ccccc1-n1nc2c(c1NC(=O)c1cccc(F)c1)CS(=O)C2` (stereo unspecified) gave miR122 inh -8, PGC1a acetyl inh -6, Cneo AK release 0, FN deposit inh -4, EWS-Fli block 2, LGR2 inh 9, Casp6 inh 3 and PAX8 reporter 14.
Screening O=S(=O)(Nc1nc2ccccc2nc1NCC1CCCO1)c1cccc(Cl)c1 (stereo unspecified) returned miR122 inh 2, PGC1a acetyl inh -6, Cneo AK release 2, FN deposit inh 5, EWS-Fli block 5, LGR2 inh 2, Casp6 inh 0 and PAX8 reporter 15.
CC1CC(C)CN(C(=O)C2CCN(S(=O)(=O)c3ccc4c(c3)CC(C)N4C(=O)C3CC3)CC2)C1 (stereo unspecified) was read as miR122 inh -9, PGC1a acetyl inh -12, Cneo AK release -2, FN deposit inh -5, LGR2 inh -21, Casp6 inh 0 and PAX8 reporter 1.
CN(Cc1ccccc1)C(=O)c1ccc(NC(=O)Cc2cccc(NC(=O)C3CCCN(C(=O)CCc4ccccc4)C3)c2)cc1 (stereo unspecified) was read as Cneo AK release -1, FN deposit inh -30, EWS-Fli block 20, Casp6 inh 0 and PAX8 reporter 32.
Screening CCOC(=O)c1cnn(-c2ccccc2)c1N returned miR122 inh 1, PGC1a acetyl inh -4, Cneo AK release -2 and LGR2 inh -5.
Screening CCCCCn1c(SCCC(C)C)nc2c1c(=O)[nH]c(=O)n2C returned miR122 inh -5, PGC1a acetyl inh 6, Cneo AK release 5 and LGR2 inh -20.
For O=C(NNC(=O)C1CC=CCC1)c1cccc(Br)c1 (stereo unspecified) the results were miR122 inh -1, PGC1a acetyl inh 4, Cneo AK release 3, FN deposit inh -1, EWS-Fli block 3, Casp6 inh 0 and PAX8 reporter -9.
CNC[C@@H]1Oc2cc(C#CC3(O)CCCC3)ccc2S(=O)(=O)N([C@@H](C)CO)C[C@H]1C was read as miR122 inh 38[16.7 µM], PGC1a acetyl inh 0, Cneo AK release -1, FN deposit inh 10, EWS-Fli block -3, LGR2 inh -1, Casp6 inh 1 and PAX8 reporter 10.
COc1ccc(NC(=S)NN2C(C)CCCC2C)cc1 (stereo unspecified) was read as miR122 inh 0, Cneo AK release 0, FN deposit inh -2, EWS-Fli block 6, LGR2 inh 0, Casp6 inh -4 and PAX8 reporter 27.
Screening CCCC#Cc1ccc([C@H]2[C@H]3CN(CC4CC4)CCCCN3[C@H]2CO)cc1 returned miR122 inh -11[16.7 µM], PGC1a acetyl inh -10, Cneo AK release 1, EWS-Fli block 5, LGR2 inh -4, Casp6 inh -1 and PAX8 reporter 11.
Screening O=C(O)CSC1CC(=O)N(c2cccc(Cl)c2)C1=O (stereo unspecified) returned miR122 inh -6, PGC1a acetyl inh -1, Cneo AK release 1, FN deposit inh 3 and PAX8 reporter 9.
Screening CC(=O)Nc1cccc(-c2nc3ccccc3s2)c1 returned miR122 inh 7, PGC1a acetyl inh 10, FN deposit inh -2, EWS-Fli block -106, LGR2 inh -78, Casp6 inh 13 and PAX8 reporter -193.
`CCC(=O)N1CCCCN2[C@@H](CO)[C@H](c3ccc(-c4cccc(C(=O)N(C)C)c4)cc3)[C@@H]2C1` gave miR122 inh 10[16.7 µM], PGC1a acetyl inh 5, Cneo AK release 0, EWS-Fli block -9, LGR2 inh -15, Casp6 inh 1 and PAX8 reporter -26.
`CCOC(=O)c1cnc(Nc2nc3ccccc3o2)nc1CN1CCN(C)CC1` gave miR122 inh 5, PGC1a acetyl inh 8, Cneo AK release 2 and FN deposit inh 1.
C[C@H](CO)N1C[C@H](C)[C@H](CN(C)CC2CC2)Oc2c(NC(=O)NC3CCCCC3)cccc2C1=O was read as miR122 inh 1[16.7 µM], PGC1a acetyl inh 5, Cneo AK release 3, EWS-Fli block -5, LGR2 inh 12, Casp6 inh -7 and PAX8 reporter 6.
Screening CCOC(=O)C1=C(C)NC(=S)NC1c1ccc(OCC(=O)N2CCCCC2)cc1 (stereo unspecified) returned miR122 inh 75, PGC1a acetyl inh -14, Cneo AK release 1, FN deposit inh 4, EWS-Fli block -2, LGR2 inh -2, Casp6 inh 1 and PAX8 reporter 6.
Screening Cc1cccc(NC(=O)Nc2ccncc2)c1 returned miR122 inh 54, PGC1a acetyl inh 8, Cneo AK release -3, EWS-Fli block -30, LGR2 inh -28, Casp6 inh -3 and PAX8 reporter -22.
Screening Cc1ccc2c(CN(C)Cc3cccc(F)c3)cc(=O)oc2c1 returned miR122 inh -4, PGC1a acetyl inh -9, Cneo AK release -2, FN deposit inh 6, EWS-Fli block -109, LGR2 inh -116, Casp6 inh 0 and PAX8 reporter -138.
C/C=C/c1ccc2c(c1)O[C@@H](CN(C)C(=O)c1ccccc1)[C@H](C)CN([C@H](C)CO)S2(=O)=O was read as miR122 inh -1[16.7 µM], PGC1a acetyl inh -2, Cneo AK release -1, FN deposit inh -1, EWS-Fli block 0, LGR2 inh 5, Casp6 inh -1 and PAX8 reporter -16.
Screening C[C@@H]1CCCCO[C@@H](CN(C)C(=O)Cc2ccccc2)[C@@H](C)CN([C@@H](C)CO)C(=O)c2cc(NC(=O)Nc3ccc(F)cc3)ccc2O1 returned miR122 inh 6[16.7 µM], PGC1a acetyl inh 3, Cneo AK release 0, EWS-Fli block 4, LGR2 inh 12, Casp6 inh 0 and PAX8 reporter -17.
CNC(=O)CN(c1ccc2c(c1)OCCO2)S(C)(=O)=O was read as miR122 inh -3, PGC1a acetyl inh 4, Cneo AK release 4, FN deposit inh -1 and LGR2 inh 3.

Quoted from the listing (five entries):
Screening Cc1cccc(NC(=O)Nc2ccncc2)c1 returned miR122 inh 54, PGC1a acetyl inh 8, Cneo AK release -3, EWS-Fli block -30, LGR2 inh -28, Casp6 inh -3 and PAX8 reporter -22.
Screening Cc1ccc2c(CN(C)Cc3cccc(F)c3)cc(=O)oc2c1 returned miR122 inh -4, PGC1a acetyl inh -9, Cneo AK release -2, FN deposit inh 6, EWS-Fli block -109, LGR2 inh -116, Casp6 inh 0 and PAX8 reporter -138.
C/C=C/c1ccc2c(c1)O[C@@H](CN(C)C(=O)c1ccccc1)[C@H](C)CN([C@H](C)CO)S2(=O)=O was read as miR122 inh -1[16.7 µM], PGC1a acetyl inh -2, Cneo AK release -1, FN deposit inh -1, EWS-Fli block 0, LGR2 inh 5, Casp6 inh -1 and PAX8 reporter -16.
Screening C[C@@H]1CCCCO[C@@H](CN(C)C(=O)Cc2ccccc2)[C@@H](C)CN([C@@H](C)CO)C(=O)c2cc(NC(=O)Nc3ccc(F)cc3)ccc2O1 returned miR122 inh 6[16.7 µM], PGC1a acetyl inh 3, Cneo AK release 0, EWS-Fli block 4, LGR2 inh 12, Casp6 inh 0 and PAX8 reporter -17.
CNC(=O)CN(c1ccc2c(c1)OCCO2)S(C)(=O)=O was read as miR122 inh -3, PGC1a acetyl inh 4, Cneo AK release 4, FN deposit inh -1 and LGR2 inh 3.
